Source: PubChem (several laboratories)
Avidin bead fluor: avidin bead compound fluorescence profile | Avidin beads, compound fluorescence 488/530 nm, flow cytometry; stronger effect = higher value | fluorescence (KMESF) at 10 µM | hit rate 0.38% among 220,000; in the data active = fluorescence above about 47; also: inactives centre near 10
Bim-Mcl-1: disrupts Bim peptide binding to human Mcl-1 | AID 1009 | Q07820 | hit rate 0.1% among 190,000 | Bead-based flow cytometry, Bim peptide-Mcl-1 binding | inhibition, % at 10 µM; in the data active = inhibition above about 40%;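 also: 0% = no compound tracer wells and 100% = peptide blocker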
Target sequence (Q07820 whole entry, looked up): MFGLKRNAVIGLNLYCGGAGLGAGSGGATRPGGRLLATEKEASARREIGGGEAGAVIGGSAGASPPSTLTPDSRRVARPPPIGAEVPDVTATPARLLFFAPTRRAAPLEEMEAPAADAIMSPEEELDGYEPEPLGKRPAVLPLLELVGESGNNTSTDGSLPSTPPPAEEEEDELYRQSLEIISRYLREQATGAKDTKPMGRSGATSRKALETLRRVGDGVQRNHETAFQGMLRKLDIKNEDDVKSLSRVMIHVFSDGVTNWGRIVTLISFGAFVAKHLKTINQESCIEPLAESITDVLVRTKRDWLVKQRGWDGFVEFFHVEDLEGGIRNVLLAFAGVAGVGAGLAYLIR
Rab2A wt mod: changes GTP binding to wildtype dog Rab2A, up or down | P61105 | GST-Rab2 wt beads, Bodipy-GTP binding, flow cytometry | GTP binding activity, % at 10 µM | hit rate 0.19% among 190,000 | AID 760;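 active = GTP binding activity at least 20 points away from 100%, either lowered or raised; inconclusive = signal likely due to the compound's own green fluorescence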;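 also: 0% = beads with excess unlabeled GTP and 100% = no-compound control corrected for plate trend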
Rac1 mut GTP: modulators of GTP binding to human Rac1 activated mutant; P63000; GST-Rac1 activated beads, fluorescent GTP binding, flow cytometry; actives lie on both sides; 100% means binding = to untreated wells; percent activity (GTP binding), % at 10 µM; hit rate 0.11% among 190,000; AID 764;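 active = GTP binding at least 20 percentage points away from the 100% baseline, in either direction, so actives lie on both sides; inconclusive = Compound likely fluorescent itself, or too few beads counted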
Mcl1 Bid PPI: disrupts binding of human Mcl-1 to Bid peptide. Q07820. inhibition, % at 21.7 µM. TR-FRET Mcl-1/Bid-Dy647 peptide binding, 1536-well. hit rate 0.97% among 220,000;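 active = compounds that cut the binding signal by more than half at the single screening dose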;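 also: His-tagged Mcl-1 with europium anti-His antibody binding Bid BH3 peptide; 0% = Mcl-1 plus peptide wells and 100% = peptide-only wells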
Mcl1 Noxa PPI: disrupts binding of human Mcl-1 to Noxa peptide; inhibition, % at 21.7 µM; Q07820; hit rate 1.5% among 220,000; TR-FRET Mcl-1/Noxa peptide binding, 2 h;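 active = compounds that cut the protein-peptide binding signal by more than 50% relative to plate controls in a single-dose test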;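 also: His-tagged Mcl-1 with rhodamine Noxa BH3 peptide and terbium anti-His antibody; 0% = Mcl-1 plus Noxa peptide wells and 100% = peptide-only wells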
Rab7 wt modul: modulators of GTP binding to dog Rab7 wildtype GTPase; AID 758; hit rate 0.055% among 190,000; GTP binding activity (percent of control), % at 10 µM; GST-Rab7 beads, fluorescent GTP binding, flow cytometry; actives lie on both sides; untreated = 100%, excess cold GTP = 0%;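 active = fluorescent GTP binding to Rab7 beads changed by at least 20 points from the 100% baseline, either direction, mostly lower; inconclusive = compound itself probably fluorescent, or too few beads counted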;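 also: median green fluorescence of bound Bodipy-FL-GTP per Rab7 bead population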
Rac1 wt GTP bind: modulators of human Rac1 wildtype GTP binding; hit rate 0.27% among 190,000; GST-Rac1 beads, fluorescent GTP binding, flow cytometry; actives lie on both sides; 0 = cold GTP competed, 100 = untreated; P63000; AID 757; GTP binding activity (% of control), % at 10 µM;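 active = GTP binding activity at least 20 points away from the 100% control level, either lower or higher; inconclusive = compound flagged as likely green fluorescent, judged across all proteins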
Pf gametocyte: P. falciparum stage V gametocyte viability inhibition | P. falciparum stage V gametocytes, ATP luminescence, 24 h | inhibition, % at 10.9 µM | hit rate 0.065% among 150,000 | AID 743093;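 active = inhibition above the mean plus 3 SD of compounds within the control limits, set per campaign, cut at about 38% in these data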;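 also: 0% = DMSO wells and 100% = medium only without gametocytes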
Cdc42 wt GTP: changes GTP binding to wildtype human Cdc42 | hit rate 0.2% among 190,000 | percent activity (GTP binding), % at 10 µM | AID 761 | GST-Cdc42 beads, Bodipy-GTP binding, flow cytometry; actives lie on both sides | P60953;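 active = percent activity GTP binding at least 20 points away from the 100% baseline, either down as inhibitor or up as activator; inconclusive = compound flagged as likely green fluorescent from well-wide comparison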;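 also: median bead fluorescence of bound Bodipy-FL-GTP at 100 nM; 0% = excess unlabeled GTP control and 100% = no compound control; below 100% means less GTP binding so inhibitor and above means activator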
Target sequence (P60953 whole entry, looked up): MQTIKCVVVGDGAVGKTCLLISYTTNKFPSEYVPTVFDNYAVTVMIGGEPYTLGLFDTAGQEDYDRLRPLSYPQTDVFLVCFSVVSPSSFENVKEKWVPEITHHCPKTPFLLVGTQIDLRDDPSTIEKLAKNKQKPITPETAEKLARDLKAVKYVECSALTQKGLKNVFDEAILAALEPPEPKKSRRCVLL
HRas wt GTP bind: changes GTP binding to wildtype human HRas | hit rate 0.14% among 190,000 | GTP binding activity, % at 10 µM | GST-Ras wt beads, Bodipy-FL-GTP binding, flow cytometry; actives lie on both sides | P01112;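 active = GTP binding activity at least 20% away from the 100% baseline, either lowered as inhibitor or raised as activator; inconclusive = flagged as likely green fluorescent, judged across all proteins in the well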;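 also: 0% = unlabeled GTP competition control and 100% = no-compound control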
Target sequence (P01112 whole entry, looked up): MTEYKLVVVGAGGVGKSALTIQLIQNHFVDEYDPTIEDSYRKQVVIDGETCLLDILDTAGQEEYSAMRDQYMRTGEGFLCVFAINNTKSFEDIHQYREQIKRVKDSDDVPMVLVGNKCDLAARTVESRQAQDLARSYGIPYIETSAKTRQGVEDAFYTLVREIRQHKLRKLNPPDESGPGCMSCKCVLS
Starred values were filed as active, the others as inactive; ? = inconclusive; . = no result given; & = joins results of further samples.

SMILES	Avidin bead fluor	Bim-Mcl-1	Rab2A wt mod	Rac1 mut GTP	Mcl1 Bid PPI	Mcl1 Noxa PPI	Rab7 wt modul	Rac1 wt GTP bind	Pf gametocyte	Cdc42 wt GTP	HRas wt GTP bind
COCCNC(=S)Nc1ccc2nc(N3CCCC3)cc(C)c2c1	14	4	101	103	-75	42	102	104	-4	106	104
O=C(Nc1ccccc1)N1N=C(c2ccc(F)cc2)CC1c1ccc(F)cc1 (centres undefined)	12	-5	98	96	-3	-2	95	101	13	99	98
CCCn1c(SCC(=O)c2ccc3c(c2)NC(=O)CO3)nc2ccccc21	4	-6	96	97	-1	-3	98	100	5	99	97
CCNS(=O)(=O)c1ccc(C)c(-n2cnnn2)c1C	13	-6	100	97	-9	3	97	97	.	99	100
COc1ccc(C2(O)CC3CCC(C2)N3c2nc(C)cc(C)c2C#N)cc1 (centres undefined)	2	-1	101	99	-9	17	99	102	-16	102	100
CC(=O)Nc1ccc(/C=C2/Sc3ccccc3C2=O)cc1	11	0	90	92	-28	72*	94	100	.	95	95
CC(C)(C)NC(=O)c1cccnc1Sc1ccccc1	11	-1	97	96	-12	1	95	102	-53	96	98
CC1=C(C(=O)N(C)C)C(c2cccs2)NC(=O)N1 (centres undefined)	6	-3	98	94	-11	-2	97	102	.	97	101
Cc1[nH]nc2c1C(C(C)C)C(C#N)=C(N)O2 (centres undefined)	13	-3	100	96	-24	2	100	101	.	101	99
COc1ccc(-c2[nH]ncc2CN2CCN(Cc3cccs3)CC2)c(F)c1	12	-3	99	97	-13	11	98	102	.	99	99
Oc1c(Cl)cc(Cl)cc1C1=NNC(c2ccc(Cl)cc2)C1 (centres undefined)	7	0	98	93	-55	-9	109	100	.	92	96
CCC1CCCCN1C/C=C/c1ccccc1[N+](=O)[O-] (centres undefined)	6	-2	106	103	18	13	99	106	.	109	107
O=C(NCc1nc2ccccc2[nH]1)c1ccc(S(=O)(=O)N2CCCC2)cc1	10	-1	98	97	-2	15	97	103	-2	101	97
COc1cccc(N(C(=O)c2ccn[nH]2)C2(C(=O)Nc3c(C)cccc3C)CCCCC2)c1	36	-3	100	98	-7	-9	98	108	.	100	101
COc1ccc(CNC(=O)CCSCc2cccc(Cl)c2)cc1	92*	10	101	101	-20	-7	103	102	0	103	100
CCOC(=O)c1c(NC(C)=O)sc2c(OCC(O)CNC(C)(C)C)c(Br)ccc12 (centres undefined)	11	-2	96	98	-17	17	94	106	-6	98	99
O=C(CNCc1ccncc1)Nc1cc(S(=O)(=O)N2CCCCC2)ccc1Cl	20	-7	111	106	55*	35	111	106	-18	107	108
O=C(Nc1ccc(Cc2ccncc2)cc1)c1ccc(Cl)c([N+](=O)[O-])c1	.	0	101	103	-15	27	98	107	17	103	101
O=[N+]([O-])c1ccc(/C=C/c2ccc3ccccc3n2)cc1	22	0	95	94	1	12	100	97	8	94	97
O=C(NCCc1ccccc1)C1CCC(Cn2c(=O)c3ccccc3n(Cc3cccc(F)c3)c2=O)CC1 (centres undefined)	11	-2	100	106	-2	-2	101	110	-36	106	101
CCCCNc1nc(NC)nc(Cl)c1SC	11	-1	98	96	-27	1	102	96	9	95	97
Cc1cc(C)nc(/N=C2\NC(=O)CC(C(=O)O)N2c2ccc(C)c(C)c2)n1 (centres undefined)	8	-6	98	97	0	-3	103	101	-2	98	100
Cc1ccc(C)c(N2CCN(C(=O)c3cn(C)c4ccc(S(=O)(=O)N(C)C)cc4c3=O)CC2)c1	6	-1	98	97	-17	18	96	103	.	99	98
CCN1CC(=O)Nc2cc(S(=O)(=O)N3CCOCC3)ccc21	9	-1	96	96	10	8	92	96	1	95	95

With a hit mark in Mcl1 Noxa PPI, of those listed so far:
compound	Avidin bead fluor	Bim-Mcl-1	Rab2A wt mod	Rac1 mut GTP	Mcl1 Bid PPI	Mcl1 Noxa PPI	Rab7 wt modul	Rac1 wt GTP bind	Cdc42 wt GTP	HRas wt GTP bind
CC(=O)Nc1ccc(/C=C2/Sc3ccccc3C2=O)cc1	11	0	90	92	-28	72*	94	100	95	95

Another view of two compounds above.
| Structure | Avidin bead fluor | Bim-Mcl-1 | Rab2A wt mod | Rac1 mut GTP | Mcl1 Bid PPI | Mcl1 Noxa PPI | Rab7 wt modul | Rac1 wt GTP bind | Pf gametocyte | Cdc42 wt GTP | HRas wt GTP bind |
| --- | --- | --- | --- | --- | --- | --- | --- | --- | --- | --- | --- |
| Cc1cc(C)nc(/N=C2\NC(=O)CC(C(=O)O)N2c2ccc(C)c(C)c2)n1 (centres undefined) | 8 | -6 | 98 | 97 | 0 | -3 | 103 | 101 | -2 | 98 | 100 |
| Cc1ccc(C)c(N2CCN(C(=O)c3cn(C)c4ccc(S(=O)(=O)N(C)C)cc4c3=O)CC2)c1 | 6 | -1 | 98 | 97 | -17 | 18 | 96 | 103 | . | 99 | 98 |

Retrieved by compound from the list above, 2 records:
SMILES	Avidin bead fluor	Bim-Mcl-1	Rab2A wt mod	Rac1 mut GTP	Mcl1 Bid PPI	Mcl1 Noxa PPI	Rab7 wt modul	Rac1 wt GTP bind	Pf gametocyte	Cdc42 wt GTP	HRas wt GTP bind
COc1ccc(CNC(=O)CCSCc2cccc(Cl)c2)cc1	92*	10	101	101	-20	-7	103	102	0	103	100
O=[N+]([O-])c1ccc(/C=C/c2ccc3ccccc3n2)cc1	22	0	95	94	1	12	100	97	8	94	97

(cont.)
SMILES	Avidin bead fluor	Bim-Mcl-1	Rab2A wt mod	Rac1 mut GTP	Mcl1 Bid PPI	Mcl1 Noxa PPI	Rab7 wt modul	Rac1 wt GTP bind	Pf gametocyte	Cdc42 wt GTP	HRas wt GTP bind
N#Cc1c(N)nc(SCC(=O)NCc2ccc3c(c2)OCO3)c(C#N)c1-c1cccs1	9	-1	94	96	33	1	98	98	18	97	96
O=C(Nc1ccccc1N1CCN(c2ccccc2)CC1)c1ccccc1	9	-2	94	95	-31	16	95	99	16	101	99
CC(NC(=O)Cc1ccc(F)cc1)c1ccccc1 (centres undefined)	22	-3	102	97	-39	0	102	106	.	98	100
Nc1sc2c(c1C(=O)NCCc1ccccc1)CCC2	11	-6	96	94	-69	6	100	96	-11	92	93
O=C(CCN1Cc2ccccc2C1)c1ccc2c(c1)OCCO2	8	6	103	101	1	24	100	107	.	104	103
Cc1cc2ncn(/N=C/c3cc(Br)ccc3O)c2cc1C	19	0	104	100	-3	-6	101	102	-9	105	104
COc1ccc(-c2nnc(SCC(=O)NC3CCCc4ccccc43)n2N)cc1 (centres undefined)	3	-9	99	98	-10	6	101	104	15	102	101
O=C(Nc1ncc2c(n1)CC(c1ccco1)CC2=O)c1ccccc1 (centres undefined)	37	-5	99	100	-6	-4	98	101	.	103	101
COc1cc(/C=N/NC(=O)c2ccc(N(C)S(=O)(=O)c3ccccc3)cc2)cc(OC)c1OC	5	-2	93	96	4	-7	95	95	8	97	94
Cc1cc(=O)oc2cc(OS(C)(=O)=O)ccc12	5&6	-4	101	99	-15&-4	-13&-4	104	104	5	101	102
COc1ccc(-n2c(CSc3nc(C)cc(C)n3)nnc2SCC(=O)Nc2nccs2)cc1	5	-1	98	97	-3	-6	99	103	.	98	99
Cc1cc(C)c(C(=O)/C=C/c2cccc3ccccc23)c(=O)[nH]1	10	-1	101	101	-1	40	106	100	13	99	103

Some entries already given, limited to Mcl1 Noxa PPI, Avidin bead fluor and HRas wt GTP bind.
SMILES | Mcl1 Noxa PPI | Avidin bead fluor | HRas wt GTP bind
O=C(NCc1nc2ccccc2[nH]1)c1ccc(S(=O)(=O)N2CCCC2)cc1 | 15 | 10 | 97
COc1cccc(N(C(=O)c2ccn[nH]2)C2(C(=O)Nc3c(C)cccc3C)CCCCC2)c1 | -9 | 36 | 101

(further entries)
SMILES	Avidin bead fluor	Bim-Mcl-1	Rab2A wt mod	Rac1 mut GTP	Mcl1 Bid PPI	Mcl1 Noxa PPI	Rab7 wt modul	Rac1 wt GTP bind	Pf gametocyte	Cdc42 wt GTP	HRas wt GTP bind
COCCNC(=S)N1CCc2cc(OC)c(OC)cc2C1COc1cc(C)cc(C)c1 (centres undefined)	10	-4	97	97	-27	28	98	99	.	101	96
CCC1Oc2ccccc2N(CC(=O)NCCN2C(C)CCCC2C)C1=O (centres undefined)	11	-4	99	94	-8	8	99	99	.	97	99
CCN1CCCC1CNC(=O)C(=O)Nc1ccc(OC)cc1 (centres undefined)	9	-1	109	103	-14	-7	101	107	8	111	110
Cn1c(SCC(=O)NCCNC(=O)CSc2nnc(C(F)(F)F)n2C)nnc1C(F)(F)F	33	-2	102	99	7	-2	100	107	.	100	102
Cc1cc(Cl)ccc1OCC(=O)NCC(=O)N/N=C/c1ccco1	11	0	100	94	-14	-3	110	100	.	94	98
COc1ccc(CCc2nc(C)ccc2O)cc1	10&15	-8&0	96&102	96&99	-3&-48	11&19	96&98	99&101	.	98&102	95&102
Oc1cccc(/C=N/Nc2ncnc3c2ncn3Cc2ccccc2)c1	14	-5	96	101	-11	36	100	102	10	103	99
Cc1ccc(-c2cc(C(=O)O)n[nH]2)o1	16	0	95	92	-45	28	96	96	21	98	98
Cc1ccc(-n2nnc3c(=O)n(CC(=O)c4ccccc4)cnc32)cc1	7	-1	101	101	3	4	96	106	.	102	100
CCC(C)c1ccc(NC(=O)CSc2nncn2N)cc1 (centres undefined)	6	-1	?	?	-19	10	?	?	.	?	?
Cc1cccc(C(=O)c2cccc(C)c2)c1	7	36	98	96	9	16	97	102	-3	100	96
CC(C)Sc1cc(N2CCOCC2)nc(-c2ccccc2)n1	3	-23	98	98	-6	7	102	107	.	97	99
CCC(=O)N1CCN(CCN=CC2=C(O)CC(c3cccs3)CC2=O)CC1 (centres undefined)	24	0	98	94	-11	17	97	99	-10	99	100
Cc1ccccc1OCc1nnc(SC(C)C(=O)O)n1Cc1ccccc1 (centres undefined)	8	-2	93	91	-21	11	98	97	-6	91	94
O=C1CC(NCc2ccncc2)C(=O)N1c1ccc(Cl)cc1 (centres undefined)	13	1	105	99	-23	-19	102	102	1	105	104
COc1ccc(C(=O)O/N=C(\N)Cc2ccc(Cl)c(Cl)c2)cc1OC	4	-6	?	?	-13	-7	?	?	.	?	?
Cc1cc(C)cc(CSCC(=O)NN=C2CCCCCC2)c1	9	-5	99	97	13	-6	97	102	-7	97	97
Cc1ccccc1C(OCC(O)CN1CCCCC1CCO)c1ccccc1 (centres undefined)	10	0	97	94	-16	2	95	93	.	99	96
CC(=O)Oc1cc2oc(=O)cc(C)c2cc1OC(C)=O	7	-5	100	100	-7	8	100	105	-16	102	101
CCN(CC)S(=O)(=O)c1ccc2c(c1)nc(CCC(=O)O)n2CC	23	1	96	95	-17	23	97	101	.	97	95
